TRb SRC2 PPI = TRbeta-SRC2 interaction inhibition. P10828. TRbeta-SRC2 peptide binding, fluorescence polarization; receptor liganded with 1 µM T3. Potency, µM (titrated, usually from 106 µM), inactives show at the highest dose activity change, negative = inhibition, most hits filed as inhibitors. 280,000 tested, 0.065% active. AID 1469;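 also: plate controls were bound peptide for no effect and peptide without receptor for full effect; nearly all actives have a fitted effect of over 50% in size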
Target sequence (P10828 whole entry, looked up): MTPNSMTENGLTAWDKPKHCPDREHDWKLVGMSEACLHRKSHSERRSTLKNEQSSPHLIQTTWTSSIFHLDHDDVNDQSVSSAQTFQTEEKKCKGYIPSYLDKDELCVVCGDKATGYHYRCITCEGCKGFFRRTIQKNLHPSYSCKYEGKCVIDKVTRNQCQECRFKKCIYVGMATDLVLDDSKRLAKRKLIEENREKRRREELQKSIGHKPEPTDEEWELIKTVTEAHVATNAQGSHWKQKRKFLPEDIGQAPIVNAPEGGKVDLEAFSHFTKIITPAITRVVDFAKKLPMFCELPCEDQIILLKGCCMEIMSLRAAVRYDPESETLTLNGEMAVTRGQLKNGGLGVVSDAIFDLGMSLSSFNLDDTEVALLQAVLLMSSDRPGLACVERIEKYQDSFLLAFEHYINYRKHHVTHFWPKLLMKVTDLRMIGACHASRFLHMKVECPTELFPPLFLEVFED
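A fluorescence polarization screen tested compounds at multiple concentrations against complex formation between 0.6 uM TRb ligand-binding domain and 20 nM Texas Red SRC2 peptide, with 1 uM T3 present; readout after 5 hr.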
Tau ThT inhib = inhibitors of human tau fibril formation, thioflavin T binding | 270,000 tested, 2.1% active | Potency, µM (highest dose often 57.4 µM), for inactives: at the highest dose activity, negative = inhibition, most hits filed as inhibitors | AID 1460 | recombinant tau K18 P301L (four-repeat tau fragment), heparin-induced fibrillization, ThT fluorescence | P10636; also: nearly all actives have a fitted effect of over 55% in size
Target sequence (P10636 561-689 P618L limits assumed): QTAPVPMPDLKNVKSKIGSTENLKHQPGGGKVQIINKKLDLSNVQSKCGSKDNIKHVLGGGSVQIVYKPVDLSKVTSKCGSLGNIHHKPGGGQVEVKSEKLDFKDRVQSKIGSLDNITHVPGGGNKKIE
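Heparin-induced fibrillization of the P301L-mutant K18 repeat-domain fragment of human tau was followed by ThT binding in quantitative high-throughput format.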
Tau fibril FP = tau fibrillization inhibition (FP); Potency, µM (titrated, usually from 57.7 µM), inactives show at the top dose activity, negative = inhibition, actives largely listed as inhibitors; 280,000 tested, 0.39% active; P10636; AID 1468; K18 P301L tau heparin fibrillization, Alexa594 FP, 6 h; also: nearly all actives have a fitted effect of over 55% in size
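Recombinant K18 P301L […], labeled with Alexa 594 at 0.24 uM over 15 uM unlabeled; heparin inducer 20 uM final; 37 C, 6 hr; FP endpoint.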
RGS12 GoLoco inh = RGS12 GoLoco-Gai1 interaction inhibition; Gai1:RGS12 GoLoco peptide FP, rhodamine, 10 min; 230,000 tested, 0.44% active; AID 880; P63096; Potency, µM (titrated, usually from 61.6 µM), for inactives: top-dose activity, negative = inhibition, usual class: inhibitors; active = well fitted inhibition curve with a large enough effect, not every such curve was filed as active; inactive = no such curve, though single readings can be large or run the other way; also: nearly all actives have a fitted effect of over 30% in size; many of its hits are not listed in these tables
Target sequence (P63096 whole entry, looked up): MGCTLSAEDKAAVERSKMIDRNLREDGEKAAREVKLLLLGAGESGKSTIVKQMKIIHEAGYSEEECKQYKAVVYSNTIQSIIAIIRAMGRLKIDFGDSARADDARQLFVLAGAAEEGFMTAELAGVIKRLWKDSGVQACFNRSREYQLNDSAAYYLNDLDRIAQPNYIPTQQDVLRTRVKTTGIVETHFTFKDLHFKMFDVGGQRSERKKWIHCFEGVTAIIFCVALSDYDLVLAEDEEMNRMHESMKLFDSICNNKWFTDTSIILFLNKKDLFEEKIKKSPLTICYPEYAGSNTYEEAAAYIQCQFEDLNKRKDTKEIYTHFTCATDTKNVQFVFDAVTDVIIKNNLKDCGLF
L3MBTL1 inh = L3MBTL1 (human) inhibition. Q9Y468. AlphaScreen L3MBTL1–H3K9me1 peptide binding. Potency, µM (series often up to 57.1 µM), for inactives: at the top dose activity, negative = inhibition, usual class: inhibitors. 230,000 tested, 0.66% active. AID 485360; also: nearly all actives have a fitted effect of over 60% in size
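AlphaScreen proximity signal between nickel-chelate acceptor and streptavidin donor beads (final 10 ug/mL) reports binding of 50 nM L3MBTL1 to 75 nM biotin-H3 K9me1 peptide; complex incubated with compounds 30 min at room temperature; cefsulodin titration as control.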
JMJD2E inh = JMJD2E (human) inhibition; JMJD2E catalytic domain, FDH-coupled NADH fluorescence (FDH is formaldehyde dehydrogenase); Potency, µM (top dose mostly 57.1 µM), for the others: at the top dose activity change, negative = inhibition, usual class: inhibitors; 230,000 tested, 1.6% active; AID 2147; active = well fitted inhibition curve with a large enough effect, not every such curve was filed as active; inconclusive = small, poorly fitted or top-dose-only effect, or another doubt; inactive = no such curve, though single readings can be large or run the other way;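 also: 0% = wells with enzyme and -100% = buffer wells without enzyme; nearly all actives have a fitted effect of over 50% in size; many of its hits are not listed in these tables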
RECQ1 helicase = inhibitors of human RECQ1 DNA helicase; P46063; RECQ1 DNA unwinding, red fluorescence kinetic read; Potency, µM (highest dose often 57.3 µM), for inactives: at the highest dose activity, negative = inhibition, hits mostly inhibitors; 240,000 tested, 0.54% active;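 also: plate controls were vehicle for no effect and no enzyme for full effect; nearly all actives have a fitted effect of over 30% in size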
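RECQ1T1 50 nM; forked duplex (20 bp + 30-nt ss tails) 200 nM, ATP 2 mM final; pH 8.0, 2 mM MgCl2, 2.5 ug/ml poly(dI-dC); 15 min compound preincubation; discontinuous kinetic read over 2 h at RT.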
TR SRC2 fluor cs = Texas Red fluorescence interference in TRb-SRC2 counter-screen | Potency, µM (highest dose often 106 µM), for inactives: top-dose fluorescence change, negative = quenching | 280,000 tested, 0.29% active | TRb/SRC2 Texas Red total fluorescence interference; active = well fitted curve in either direction with a large enough effect; inconclusive = small, poorly fitted or top-dose-only effect
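Flags fluorescent or light-absorbing compounds by total fluorescence, S + 2P, at 555 nm excitation and 632 nm emission. Mixture: 20 nM Texas Red SRC2 peptide, 0.6 uM human TRb LBD, 1 uM T3, 5% DMSO; compound exposure 5 h at ambient temperature.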
The depositor's hits bear a star; i = inactive; u = inconclusive; x = not tested or not shown; & = joins results of further samples; [ ] = another dose, or the depositor's remark. Unless noted, calls follow the shape of the dose curve; as a rule, active = well fitted curve in the direction sought with a large enough effect; inconclusive = small, poorly fitted or top-dose-only effect, or another doubt; inactive = no such curve, though single readings can be large; an effect the other way counts as inactive or inconclusive. Unless noted, % is scaled to controls: 0 for no effect and ±100 for the full control effect; potency is read from the fitted curve at half-maximal effect. Some of the compounds tested; count on the stated rates, not on these rows.

The opening 6 records, to show the layout:
SMILES | TRb SRC2 PPI | Tau ThT inhib | Tau fibril FP | RGS12 GoLoco inh | L3MBTL1 inh | JMJD2E inh | RECQ1 helicase | TR SRC2 fluor cs
CCCCn1c(O)c(C=NCCCn2ccnc2)c(=O)[nH]c1=O | -9% | -2% | -2% | -10% | 3% | 15% | -8% | 1%
O=C(O)c1ccc2c(c1)C1C(Cl)C(Sc3ccccc3[N+](=O)[O-])CC1C(c1cccc([N+](=O)[O-])c1)N2 (configuration not stated) | -4% | u | -2% | 2% | 22µM* | -19% | -19% | -5%
O=[N+]([O-])c1cc([As](=O)(O)O)ccc1O | 4% | u | 2% | 11% | u | u | -8% | -2%
O=C(COc1ccc(Cl)cc1)N1CCN(Cc2ccc([N+](=O)[O-])cc2)CC1 | 2% | -16% | -7% | -5% | -5% | u | -3% | 2%
CN1C(=O)C(=Cc2ccc(N3CCCCCC3)o2)C(=O)N(C)C1=S | -15% | 13µM* | -4% | 215%[activator] | -8% | 5% | -1% | 1%
CCOC(=O)c1c(/N=C/c2c(O)n(-c3ccccc3F)c(=S)[nH]c2=O)sc2c1CCCC2 | -1% | 22µM* | u | 202%[activator] | x | u | i | 2%

The whole of this part (from the top)
SMILES | TRb SRC2 PPI | Tau ThT inhib | Tau fibril FP | RGS12 GoLoco inh | L3MBTL1 inh | JMJD2E inh | RECQ1 helicase | TR SRC2 fluor cs
CCCCn1c(O)c(C=NCCCn2ccnc2)c(=O)[nH]c1=O | -9% | -2% | -2% | -10% | 3% | 15% | -8% | 1%
O=C(O)c1ccc2c(c1)C1C(Cl)C(Sc3ccccc3[N+](=O)[O-])CC1C(c1cccc([N+](=O)[O-])c1)N2 (configuration not stated) | -4% | u | -2% | 2% | 22µM* | -19% | -19% | -5%
O=[N+]([O-])c1cc([As](=O)(O)O)ccc1O | 4% | u | 2% | 11% | u | u | -8% | -2%
O=C(COc1ccc(Cl)cc1)N1CCN(Cc2ccc([N+](=O)[O-])cc2)CC1 | 2% | -16% | -7% | -5% | -5% | u | -3% | 2%
CN1C(=O)C(=Cc2ccc(N3CCCCCC3)o2)C(=O)N(C)C1=S | -15% | 13µM* | -4% | 215%[activator] | -8% | 5% | -1% | 1%
CCOC(=O)c1c(/N=C/c2c(O)n(-c3ccccc3F)c(=S)[nH]c2=O)sc2c1CCCC2 | -1% | 22µM* | u | 202%[activator] | x | u | i | 2%
CCCCC(=O)N/N=C/c1c(O)n(CC)c(=S)[nH]c1=O | -2% | -4% | 4% | 28% | -3% | u | i | 2%
CSc1ccc(C(=O)C2CCCN(CCCn3cccn3)C2)cc1 (configuration not stated) | -11% | -9% | -5% | 3% | 0% | 4% | 3% | 1%
O=C(Cc1ccc(Cl)c(Cl)c1)NCC1(N2CCOCC2)CCCCC1 | 0% | 0% | 3% | 0% | -6% | 11% | 3% | -4%
CNC(C(=O)c1ccccc1)C(OC)c1ccccc1 (configuration not stated) | 1% | -6% | 2% | 1% | 13% | -7% | i | 0%
O=C(c1cc(S(=O)(=O)N2CCCCC2)ccc1F)N1CCC2(CC1)OCCO2 | 2% | -6% | -1% | -12% | x | 0% | -12% | -1%
O=C1C(Cl)=C(Cl)C(=O)C(Cl)=C1Cl | -3%&1% | 1.4µM* | 1.4µM* | 0.22µM* | x | u | u | -10%&-1%
COc1cccc(CNCCc2ccccc2)c1OC | -1% | 5% | 3% | 12% | 12% | 2% | i | -2%
Cc1ccc2c(c1)[C@@H]1CN(C)CC[C@@H]1N2C(=O)Nc1cccc(C(F)(F)F)c1 | 4% | -5% | u | -2% | x | 3% | i | 1%
CC(=O)c1ccc2c(c1)C1C(Cl)C(Sc3ccccc3[N+](=O)[O-])CC1C(C(=O)O)N2 (configuration not stated) | 8% | u | -2% | 11% | 4µM* | u | u | -10%
CCc1cccc(NC(=O)CN2C(=O)CN=C(c3ccccc3F)c3cc(Cl)ccc32)c1 | -4% | -6% | -17% | x | x | x | x | -1%
CN1C[C@H](C(=O)N[C@]2(C)O[C@@]3(O)[C@H]4CCCN4C(=O)[C@H](Cc4ccccc4)N3C2=O)C[C@H]2c3cccc4[nH]cc(c34)C[C@@H]21 | -1% | u | 7% | 0% | x | u | -7% | -3%
CN(C)C(=O)Oc1ccc(OCc2cccc[n+]2C)cc1 | 4% | -9% | -11% | 0% | 8% | -2% | -1% | -1%
CN(Cc1ccccc1)C(=C(Cl)Cl)/C(=C1/NCCN1Cc1ccc(Cl)nc1)[N+](=O)[O-] | -16% | -24% | 13% | -4% | x | 5% | -18% | -2%
Cc1ccc(S(=O)(=O)N(C)C)cc1NC(=O)C(C)[N+]12CCN(CC1)CC2 (configuration not stated) | -3% | 1% | -1% | 4% | 2% | 4% | i | 4%
CC(=O)N1CN2CN(C1)CN(C(C)=O)C2 | 2% | 3% | -6% | -18% | -3% | -17% | -6% | -2%
CCNCCNc1ccc([N+](=O)[O-])c2cccnc12 | -5% | u | -5% | 6% | -10% | -7% | 1% | -2%
CC1=C2C3OC(=O)C(C)C3CC[C@@]2(C)C=CC1=O (some centres not stated) | 2%&4% | -1%&-2% | -5%&2% | 10%&-11% | 4% | 5%&12% | -16%&10% | -2%&0%
Cc1cc(N2C(=O)C3CCCN3C2c2ccccc2)no1 (configuration not stated) | -7% | 5% | 11% | -4% | 43%[activator] | 62%[activator] | i | -5%
O=P(N1CCCCC1)(N1CCCCC1)C(Cl)(Cl)Cl | -3% | -14% | -6% | 7% | x | 12% | -13% | 1%

Later entries.
Field names – A = TRb SRC2 PPI; B = Tau ThT inhib; C = Tau fibril FP; D = RGS12 GoLoco inh; E = L3MBTL1 inh; F = JMJD2E inh; G = RECQ1 helicase; H = TR SRC2 fluor cs
O=S(=O)(c1ccc(F)cc1)N1CCCC1c1cccnc1 (configuration not stated)
  A = 3% | B = -12% | C = -4% | D = 6% | E = 11% | F = 8% | G = -8% | H = -1%

COc1ccc(N2CCN(c3ncnc4c3nc3n4CCCCC3)CC2)cc1
  A = 5% | B = u | C = 0% | D = x | E = x | F = x | G = x | H = -21%

Cc1cc(C)cc(OCC(=O)Nc2ccc(Cl)cc2C(=O)c2ccccc2)c1
  A = 2% | B = -10% | C = -4% | D = x | E = x | F = x | G = x | H = 6%

CC(C)n1c(O)c(C2c3cc(Cl)ccc3Oc3[nH]c(=O)n(C(C)C)c(=O)c32)c(=O)[nH]c1=O (configuration not stated)
  A = -6% | B = u | C = -18% | D = 6% | E = -9% | F = u | G = -3% | H = -1%

O=C(NC(=O)c1ccccc1Cl)Nc1ccc(OC(F)(F)F)cc1
  A = -7% | B = 12% | C = -3% | D = -3% | E = x | F = -22% | G = i | H = -2%

O=C(O)CCC(=O)N1N=C(c2c(-c3ccccc3)c3cc(Cl)ccc3[nH]c2=O)CC1c1ccco1 (configuration not stated)
  A = -2% | B = -4% | C = 7% | D = -7% | E = 5% | F = u | G = 0% | H = -2%

CCN(CC)S(=O)(=O)c1cccc(N=Nc2c(O)n(CC)c(=S)n(CC)c2=O)c1
  A = x | B = 16µM* | C = 9% | D = -4% | E = -18% | F = 8% | G = -8% | H = -1%

COc1ccc(CN2CCN(c3ccccc3F)CC2)c(OC)c1
  A = -12% | B = -3% | C = -11% | D = 0% | E = -8% | F = u | G = 0% | H = 2%

COc1cccc(CN2CCN(C(=O)COc3ccc4ccccc4c3)CC2)c1
  A = -4% | B = -18% | C = -1% | D = -8% | E = -1% | F = 2% | G = -3% | H = -2%

CC(=NCCN1CCCCC1)c1c(O)[nH]c(=O)[nH]c1=O
  A = -7% | B = u | C = -5% | D = 2% | E = x | F = -3% | G = -2% | H = -3%

Cc1cccc(CN(C)C)c1OC(=O)N(C)C
  A = 10% | B = 1% | C = -2% | D = 3% | E = x | F = -5% | G = -6% | H = 3%

C/C=C/CC1(CC)C(=O)NC(=S)NC1=O
  A = -1% | B = 0% | C = -3% | D = 6% | E = 12% | F = 4% | G = i | H = 1%

O=C(Cc1ccc(Cl)c(Cl)c1)N1CCCCC1CN1CCCC1 (configuration not stated)
  A = 3%&0% | B = -7%&3% | C = -4%&7% | D = 9%&-5% | E = x | F = 2% | G = -2% | H = 0%&-3%

N#CCCn1cc(C(=O)NCc2ccccc2)c(-c2ccc3c(c2)OCCO3)n1
  A = -2% | B = -2% | C = -1% | D = 7% | E = 4% | F = 8% | G = -3% | H = -4%

O=P1(Oc2ccccc2)C[C@@H](O)[C@@H](O)[C@H](COCc2ccccc2)O1 (some centres not stated)
  A = 3% | B = 8% | C = -6% | D = 5% | E = x | F = 11% | G = i | H = -2%

N#CCCCl
  A = -1%&3% | B = x | C = x | D = 5%&12% | E = x | F = x | G = -5%&-6% | H = -1%&-2%

CCOC(=O)C1=C(C)OC(N)=C(C#N)C12C(=O)N(C)c1ccccc12 (configuration not stated)
  A = 0% | B = -1% | C = -1% | D = 2% | E = 1% | F = -9% | G = i | H = -2%

CCCn1ncc(CN2CCCC(C(=O)c3cccc(OC)c3)C2)c1C (configuration not stated)
  A = 0% | B = 3% | C = 6% | D = 11% | E = -26% | F = -5% | G = i | H = -4%

C[C@]12CC[C@@H]3c4ccc(O)c(O)c4CC[C@H]3[C@@H]1CC[C@@H]2O
  A = -1% | B = 14µM* | C = u | D = -15% | E = x | F = 1.4µM* | G = -6% | H = -2%

Cc1nc2ccc(P(=O)(O)O)cc2s1
  A = -3% | B = 2% | C = 6% | D = 19% | E = -11% | F = -4% | G = -4% | H = -1%

COC(=O)C(c1ccccc1)C1CCCCN1 (configuration not stated)
  A = -4% | B = x | C = x | D = -1% | E = x | F = x | G = -3% | H = 0%

C=CCn1c(O)c(C(CC)=NC(C)c2ccccc2)c(=O)[nH]c1=O (configuration not stated)
  A = -17% | B = 0% | C = 8% | D = 6% | E = 20% | F = -2% | G = -14% | H = -1%

COc1c(C)cc(C(=O)C2CCCN(Cc3cnc(C)s3)C2)cc1C (configuration not stated)
  A = -6% | B = 2% | C = -7% | D = 4% | E = -9% | F = -1% | G = i | H = 2%

COc1cc2c(cc1O)-c1c(O)c(OC)cc3c1[C@H](C2)N(C)CC3
  A = -6% | B = 28µM* | C = u | D = -13% | E = x | F = u | G = -22% | H = -4%

Cc1cc(C=O)c(C)n1C(C)C
  A = 2% | B = 0% | C = -3% | D = 0% | E = x | F = -4% | G = 0% | H = 0%

Compound activity from PubChem.
